# TGFb SMAD3 inh – TGF-b pathway inhibition. hit rate 1.2% among 410,000. HepG2 CAGA-GFP TGF-b/SMAD3 reporter, GFP fluorescence, 18 h; TGF-beta stimulated, 500 pg/mL final. Potency, µM (top dose mostly 46.1 µM), without a hit: at the top dose activity, negative = inhibition, most hits filed as inhibitors. AID 588855; also: potency is read from the fitted curve at half-maximal effect; % is scaled to controls: 0 for no effect and ±100 for the full control effect; nearly all actives have a fitted effect of over 65% in size
#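 Inhibition was scored as loss of TGF-beta-induced (500 pg/mL final, 18 hours, 37 degrees C) GFP in HEPG2 cells carrying a CAGA-GFP reporter, in DMEM with 1% FBS. Well GFP was summed per cell; Activity was normalised to unstimulated and stimulated DMSO wells, then concentration-response fitting.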
# ATXN2 expr inh – reduces ATXN2 reporter expression in HEK-293 cells; Potency, µM (highest dose often 57 µM), for the others: at the top dose activity change, negative = inhibition, most hits filed as inhibitors; HEK-293 ATXN2-luciferase reporter, luminescence, 24 h; hit rate 0.72% among 360,000; also: potency is read from the fitted curve at half-maximal effect; % is scaled to controls: 0 for no effect and ±100 for the full control effect; nearly all actives have a fitted effect of over 55% in size
#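 ATXN2-luciferase reporter cells (luciferase flanked by upstream and downstream ATXN2 gene portions) were treated 24 h at 37 °C with compounds at up to 57 uM. SteadyGlo luminescence gave expression; GF-AFC fluorescence gave viability.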
# ATXN viability – cell viability loss in ATXN counter-screen | S2 cells (HEK-293 line with an ATXN2-luciferase reporter) viability, CellTiter-Fluor protease fluorescence, 24 h | Potency, µM (top dose mostly 56.7 µM), usual class: cytotoxic | hit rate 0.49% among 400,000; also: potency is read from the fitted curve at half-maximal effect; nearly all actives have a fitted effect of over 40% in size
# IL2 activator – activators of IL-2 | AID 652025 | IL-2 activation reporter assay, cell-based qHTS; stimulated with anti-CD3/CD4/CD28 beads; in transgenic mouse T cells | activation, % (series mostly up to about 46 µM) | hit rate 0.065% among 360,000; in the data active = activation above about 50%; inconclusive = mostly about 30% to 49%; also: 0% is about no effect
#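 Unstimulated transgenic mouse T cells preincubated 60 min with compound, then stimulated with anti-CD3/anti-CD4-coated beads plus anti-CD28 for 18 h at 37 degrees C. IL-2 response read as EGFP and DsRed fluorescence by plate cytometry.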
# Nrf2 activator – activates Nrf2 signaling; hit rate 0.31% among 410,000; AID 624171; Potency, µM (top dose mostly 46.1 µM), without a hit: top-dose activation, hits mostly activators; AREc32 ARE-luciferase reporter (MCF7-derived line), luminescence, 24 h; also: potency is read from the fitted curve at half-maximal effect; % of control where 0% means no effect; nearly all actives have a fitted effect of over 65% in size
#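 Nrf2 activation is followed as ARE-luciferase induction in the AREc32 line after one day of compound treatment; luminescence is read with Steady-Glo.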
# HepG2 viability – HepG2 cytotoxicity, counter-screen for TGF-b inhibitors. HepG2 CAGA-GFP viability, ATP luminescence, 18 h. Potency, µM (doses to about 46.1 µM), for inactives: top-dose activity change, negative = cytotoxicity, most hits filed as cytotoxic. hit rate 0.76% among 410,000. AID 588856; also: potency is read from the fitted curve at half-maximal effect; some results filed as inactive show a strong effect at the top dose
#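 CellTiter-Glo luminescence gave cytotoxicity after 18 hours at 37 degrees C. The cells were HepG2 CAGA-GFP in 1% FBS DMEM, stimulated with 500 pg/mL TGF-beta after compound addition. %Activity was normalised to no-cell wells (complete cell-killing) and DMSO (no toxicity), and curves were fitted and classified.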
# A549 viability – counter-screen for Nrf2 inhibitors: cytotoxicity in A549 cells | hit rate 0.16% among 390,000 | AID 504648 | Potency, µM (titrated, usually from 46 µM), for the others: at the top dose activity change, negative = cytotoxicity, hits mostly inhibitors | A549 ARE-Fluc cells, CellTiter-Fluor viability, 18-24 h; also: potency is read from the fitted curve at half-maximal effect; % is scaled to controls: 0 for no effect and ±100 for the full control effect
#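 A549 ARE-Fluc cells in 5% FBS OPTI-MEM, 5000 cells/well, rested 2 h then exposed to compounds in concentration-response for 18-24 h at 37 °C. Viability by CellTiter-Fluor fluorescence (Ex 405/Em 525) after 30 min; luciferase luminescence (BugLite, 15 min, RT) read afterwards.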
# EPAC2 ag – EPAC2 (human) agonism; Q8WZA2; EPAC2 activation, biochemical qHTS; response scale: 100% = 6.5 mM cAMP response; Potency, µM (series often up to 154 µM), without a hit: at the highest dose activation, most hits filed as activators; hit rate 0.079% among 360,000; also: potency is read from the fitted curve at half-maximal effect; nearly all actives have a fitted effect of over 50% in size
# Target sequence (Q8WZA2 whole entry, looked up): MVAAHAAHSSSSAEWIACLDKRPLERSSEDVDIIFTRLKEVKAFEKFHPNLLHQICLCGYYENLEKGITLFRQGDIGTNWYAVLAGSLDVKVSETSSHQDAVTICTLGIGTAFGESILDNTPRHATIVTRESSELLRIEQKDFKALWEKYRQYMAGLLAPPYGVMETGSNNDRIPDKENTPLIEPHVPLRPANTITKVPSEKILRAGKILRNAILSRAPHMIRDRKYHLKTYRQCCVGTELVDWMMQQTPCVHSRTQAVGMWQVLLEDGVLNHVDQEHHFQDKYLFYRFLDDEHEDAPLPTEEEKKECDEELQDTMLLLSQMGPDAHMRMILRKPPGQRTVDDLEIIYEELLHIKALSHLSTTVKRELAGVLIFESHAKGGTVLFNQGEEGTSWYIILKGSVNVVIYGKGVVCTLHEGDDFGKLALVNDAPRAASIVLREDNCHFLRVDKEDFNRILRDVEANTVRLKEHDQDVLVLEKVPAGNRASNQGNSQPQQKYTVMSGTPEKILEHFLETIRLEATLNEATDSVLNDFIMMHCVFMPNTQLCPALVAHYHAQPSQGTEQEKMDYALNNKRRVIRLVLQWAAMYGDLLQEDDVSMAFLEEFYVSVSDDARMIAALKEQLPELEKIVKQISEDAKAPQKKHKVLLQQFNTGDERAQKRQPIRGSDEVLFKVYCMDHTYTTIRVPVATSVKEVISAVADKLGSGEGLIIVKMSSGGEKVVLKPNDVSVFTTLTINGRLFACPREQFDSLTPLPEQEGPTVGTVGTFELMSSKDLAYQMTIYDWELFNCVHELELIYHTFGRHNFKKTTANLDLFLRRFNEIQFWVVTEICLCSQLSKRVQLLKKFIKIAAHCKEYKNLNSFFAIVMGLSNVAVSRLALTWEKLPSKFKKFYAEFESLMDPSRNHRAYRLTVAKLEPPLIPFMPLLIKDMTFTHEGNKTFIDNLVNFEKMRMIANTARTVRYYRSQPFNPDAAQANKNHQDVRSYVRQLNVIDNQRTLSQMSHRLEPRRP
#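 In this primary screen, activation is scored as increased exchange of BODIPY-GDP from Rap1B by 100 nM EPAC2, with 50 uM GDP as competitor. Signal is normalized to the 6.5 mM cAMP agonist control.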
# Nrf2 block – blocks Nrf2 signaling | A549 ARE-Fluc reporter, luciferase luminescence, 18-24 h | Potency, µM (series often up to 46 µM), inactives show top-dose activity change, negative = inhibition, most hits filed as inhibitors | hit rate 2.1% among 360,000 | AID 504444; also: potency is read from the fitted curve at half-maximal effect; % is scaled to controls: 0 for no effect and ±100 for the full control effect; nearly all actives have a fitted effect of over 60% in size
#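 A549 ARE_Fluc cells (5000/well, 5% FBS OPTI-MEM) pre-incubated 2 h, then treated with compounds 18-24 h at 37C/5% CO2 in concentration-response. CellTiter-Fluor viability read first; BugLite luciferase luminescence after 15 min at room temperature gives Nrf2 activity.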
# * marks the source's active call; other numbers are inactive results; i = inactive; ? = inconclusive; . = not tested or not shown; & = joins results of further samples; [ ] = dose if it differs, or a comment. Unless noted, calls follow the shape of the dose curve; as a rule, active = well fitted curve in the direction sought with a large enough effect; inconclusive = small, poorly fitted or top-dose-only effect, or another doubt; inactive = no such curve, though single readings can be large; an effect the other way counts as inactive or inconclusive.
# Below each compound – TGFb SMAD3 inh | ATXN2 expr inh | ATXN viability | IL2 activator | Nrf2 activator | HepG2 viability | A549 viability | EPAC2 ag | Nrf2 block
CC1CC(C)CN(c2nc3c(c(=O)n(C)c(=O)n3C)n2CCSc2nc3ccccc3o2)C1 (centres undefined)
 : -20% | 1% | i | -0.8 | -0.4% | -21% | -8% | -5% | 2%
CC(NC=O)c1nc2ccccc2n1CCc1ccccc1 (centres undefined)
 : 3% | . | i | 4.6 | 0.6% | -17% | 0% | 0% | -7%
C#CCO[C@@H]1C[C@H](n2ccc(NC(=O)c3ccccc3)nc2=O)O[C@@H]1CO
 : -8% | 14% | i | 1.3 | 0.2% | 5% | -4% | 5% | 6%
c1ccc(Nc2ccccn2)nc1
 : -8% | 14% | i | -0.2 | 1.9% | 0% | 0% | 13% | 7%
CCOc1ccc(C(=O)NN2CCOCC2)cc1
 : -2% | 8% | i | -1.5 | -0.5% | 3% | 1% | 4% | -5%
CSCC[C@@H](CO)NC(=O)[C@H]1O[C@@H](n2ccc(N)nc2=O)[C@H](O)[C@@H]1O
 : -9% | 5% | i | -0.1 | 0.4% | 5% | . | 3% | .
Cc1ccc2nc(-c3ccccc3O)c(Nc3ccccc3C)n2c1
 : 6% | 11% | i | . | 7.2% | -15% | 1% | . | -3%
COc1cccc(NC(=O)CN(C)C(C)C(=O)Nc2ccc(S(=O)(=O)N3CCOCC3)cc2)c1 (centres undefined)
 : 3% | 11% | i | -1.6 | -0.4% | 3% | -4% | 3% | -11%
C=CCOc1cccc(C2/C(=C(/O)c3ccc(F)cc3)C(=O)C(=O)N2CCN2CCOCC2)c1 (centres undefined)
 : -5% | 7% | i | 0.4 | 0.2% | 15% | -5% | -1% | 20%
CN(C)C(/C=C/Nc1ccc([N+](=O)[O-])cc1)=C(C#N)C#N
 : 10% | -8% | ? | 7.2 | 4.6% | 18% | -6% | 5% | 0%
COC(=O)c1ccc(NC(=O)CCN2CCCCC2)cc1
 : -1%&2% | 4%&-3% | i | -1.1&-0.6 | 0.0%&0.9% | -36%&1% | 6%&-1% | 3%&13% | -4%&2%
Nc1cc[n+](CC(=O)c2ccccc2)cc1
 : ? | . | i | 0.7 | 0.1% | -27% | -11% | 0% | 8.2µM*
COc1ccc([C@H]2CC(=O)C=C(c3ccc(CNC(=O)OC(C)(C)C)cc3)C2)cc1
 : ? | ? | ? | -0.4 | -1.1% | -19% | 0% | 14% | ?
CC(C)(C)C(=O)[C@@H]1[C@@H]2C(=O)N(c3ccc4c(c3)OCCO4)C(=O)[C@@H]2C2c3ccccc3C=CN21 (some centres undefined)
 : -7% | 4% | i | -0.3 | 5.4% | -1% | 0% | 17% | -5%
O=C(c1cnc(N2CCCCC2)c2ccccc12)N1CCN(c2ccc(F)cc2)CC1
 : ? | . | . | . | 1.4% | -26% | 0% | . | .
Cc1ccc(S(=O)(=O)N2CCN(c3cnn(-c4ccccc4)c(=O)c3Cl)CC2)cc1
 : 13% | -5% | i | -3.4 | -0.9% | 19% | 0% | 7% | -4%
NNc1nc(-c2ccccc2Cl)c2cc(Br)ccc2n1
 : ? | . | i | -1.2 | 2.1% | -49% | 1% | 3% | ?
CCc1ccc(C(=O)CSc2nc3ccccc3c(=O)[nH]2)cc1
 : -8% | 5% | i | -1.9 | 0.5% | -19% | -1% | 3% | ?
COc1ccc(CNC(=O)N2CCN(c3ccccc3OC)CC2)cc1
 : -8% | 3% | i | -4.2 | -0.3% | 16% | -2% | 8% | 9%
C=CCC[C@@H](Cc1ccc(F)cc1)C(=O)OC[C@@H](Cc1ccccc1)NC(=O)[C@H](CC=C)CC(=O)NCCO
 : ? | ? | ? | -0.7 | 0.1% | -32% | -9% | -18% | -21%

# Compound profiles, as listed above.
# Listed for COc1ccc([C@H]2CC(=O)C=C(c3ccc(CNC(=O)OC(C)(C)C)cc3)C2)cc1 = TGFb SMAD3 inh = ?; ATXN2 expr inh = ?; ATXN viability = ?; IL2 activator = -0.4; Nrf2 activator = -1.1%; HepG2 viability = -19%; A549 viability = 0%; EPAC2 ag = 14%; Nrf2 block = ?
# Listed for CC(C)(C)C(=O)[C@@H]1[C@@H]2C(=O)N(c3ccc4c(c3)OCCO4)C(=O)[C@@H]2C2c3ccccc3C=CN21 (some centres undefined) = TGFb SMAD3 inh = -7%; ATXN2 expr inh = 4%; ATXN viability = i; IL2 activator = -0.3; Nrf2 activator = 5.4%; HepG2 viability = -1%; A549 viability = 0%; EPAC2 ag = 17%; Nrf2 block = -5%
# Listed for CCc1ccc(C(=O)CSc2nc3ccccc3c(=O)[nH]2)cc1 = TGFb SMAD3 inh = -8%; ATXN2 expr inh = 5%; ATXN viability = i; IL2 activator = -1.9; Nrf2 activator = 0.5%; HepG2 viability = -19%; A549 viability = -1%; EPAC2 ag = 3%; Nrf2 block = ?

# (next part)
# Below each compound – TGFb SMAD3 inh | ATXN2 expr inh | ATXN viability | IL2 activator | Nrf2 activator | HepG2 viability | A549 viability | EPAC2 ag | Nrf2 block
Cc1ccccc1CN1CCC(CNC(=O)c2c(C)oc3ncnc(N4CCCCC4)c23)CC1
 : ? | -22% | i | . | 3.4% | -36% | -5% | . | 23%
CCC(C)N1C(=O)S/C(=C/c2ccc3c(c2)n(C)c(=O)n3C)C1=O (centres undefined)
 : 7% | 5% | i | -3.2 | 3.1% | -1% | -11% | 2% | ?
COC(=O)C(C)n1cnc2c(nnn2Cc2ccc(Cl)cc2)c1=O (centres undefined)
 : -7% | 2% | i | 0.0 | -0.2% | -3% | -11% | -5% | ?
CC(Oc1cc2oc(=O)c3c(c2cc1Cl)CCCC3)C(=O)NCc1cccnc1 (centres undefined)
 : 10% | 14% | i | -4.4 | -0.5% | -10% | 0% | 0% | -6%
O=C(NCCCN1CCCC1)c1cc2c(Cl)nc3ccccc3c2s1
 : -16% | ? | ? | -0.6 | 18% | -24% | 15% | 4% | ?
CC1(C)Cc2cccc(OCC(=O)NCc3ccc(F)cc3)c2O1
 : -8% | -3% | i | -3.3 | -0.7% | -1% | -11% | -4% | -24%
C/C(=N/NC(=O)CN1CCN(S(=O)(=O)c2ccc(Br)cc2)CC1)c1cccnc1
 : 2% | -9% | i | 3.2 | -0.1% | -14% | -1% | -3% | ?
COc1ccc(NC(=S)N/N=C2/CCCc3c(C)cc(C)cc32)cc1
 : 11% | -24% | ? | 1.6 | -0.1% | 1% | -3% | -2% | 7%
CSCCC(C(=O)OCC(=O)c1ccc(C)c(C)c1)N1C(=O)c2ccccc2C1=O (centres undefined)
 : -5% | 1% | i | 0.3 | 2.7% | 3% | ? | 22% | 20%
Cn1c(C(=O)NCc2ccccc2F)cc2oc3ccccc3c21
 : . | . | . | . | 4.5% | -7% | -4% | . | ?
COc1cc(C(=O)NC(=S)Nc2ccccc2N2CCOCC2)cc(OC)c1OC
 : -21% | -16% | i | -2.3 | -0.1% | -36% | -1% | 4% | ?
O=C(OCC(=O)c1c[nH]c2ccccc12)c1cncc(Br)c1
 : -11% | 9% | i | 0.0 | 8.4% | 10% | 1% | 11% | 6%
Nc1nonc1-n1nnc(C(=O)N/N=C/c2cccc(Cl)c2)c1-c1ccc2c(c1)OCO2
 : -21% | -19% | i | -2.5 | 0.1% | -13% | -3% | 5% | -17%
COc1c(C)cc(NC(=O)c2ccc3c(c2)NC(=O)CO3)cc1C
 : 18% | . | i | -2.8 | 2.3% | -2% | 2% | 20% | -15%
Cc1ccc(-c2nn(CC(=O)N3CCOCC3)c(=O)c3ccccc23)cc1S(=O)(=O)N(C)C
 : -5% | . | i | -0.3 | 0.0% | -37% | -12% | 6% | -30%
COc1ccc(CCC(=O)Nc2c(-c3ccc(N(C)C)cc3)[nH][nH]c2=O)cc1
 : ? | 20µM* | ? | 0.1 | ? | -89% | . | ? | .
O=C(CSc1nc2c(cnn2-c2ccc(F)cc2)c(=O)[nH]1)Nc1ccccc1C(F)(F)F
 : -9% | -6% | i | . | 0.9% | -20% | -13% | . | -28%[9.27 µM]
COc1ccc(S(=O)(=O)N2CCC[C@H]2C(=O)N2CCC[C@H]2C(=O)NCc2ccc(F)cc2F)cc1C
 : . | ? | 25µM* | -0.9 | 0.3% | . | . | -3% | .
Cc1ccc(S(=O)(=O)n2cc(-c3ccccc3)c3ccccc32)cc1
 : ? | 2% | ? | -2.0 | -1.5% | 11% | -1% | 4% | 18%
Cc1sc(NC(=O)C(C)C)c(C(=O)Nc2ccccc2)c1C
 : -7% | -9% | i | -1.1 | -0.7% | -4% | -7% | 3% | -10%
CCOc1ccc(NC(=O)CNC(=O)c2cccs2)cc1
 : -5% | . | i | 0.4 | 3.5% | -4% | 5% | 10% | 4%

# High-throughput results from PubChem BioAssay.

# Not a hit list. Share with any hit: about 4.3%.
